Screening results (PubChem)
KCNH2 3.1 block = qHTS for Inhibitors of KCHN2 3.1: Mutant qHTS | U2OS KCNH2 3.1, thallium flux FluxOr; active compounds read low | 0.95% of 340,000 active | Potassium voltage-gated channel subfamily H member 2, brain isoform KCNH2 3.1 (human) | AID 720553, 2013 | activity change, % (tested at about 1.8 µM);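 active = maximum activity change below -70%; inconclusive = maximum activity change from -70% to -50%; inactive = maximum activity change above -50%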;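 also: thallium influx rate constant from kinetic fluorescence after stimulation buffer; % is scaled to controls: 0 for no effect and ±100 for the full control effect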
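Measured as rate of thallium-driven FluxOr signal in transduced U2OS cells carrying the 3.1 channel, read kinetically for 2 min upon stimulation; values are rate constants scaled to DMSO control wells.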
RORg inh = qHTS for inhibitors of ROR gamma transcriptional activity; Drosophila S2 Gal4-RORgamma UAS-luciferase reporter, 20 h; Potency, µM (highest dose often 53.6 µM), inactives show at the top dose activity change, negative = inhibition, hits mostly inhibitors; 5.4% of 310,000 active; AID 2551, 2010; also: potency is read from the fitted curve at half-maximal effect; % is scaled to controls: 0 for no effect and ±100 for the full control effect; nearly all actives have a fitted effect of over 60% in size
Target sequence (P51450 whole entry, looked up, the tested form may be a part): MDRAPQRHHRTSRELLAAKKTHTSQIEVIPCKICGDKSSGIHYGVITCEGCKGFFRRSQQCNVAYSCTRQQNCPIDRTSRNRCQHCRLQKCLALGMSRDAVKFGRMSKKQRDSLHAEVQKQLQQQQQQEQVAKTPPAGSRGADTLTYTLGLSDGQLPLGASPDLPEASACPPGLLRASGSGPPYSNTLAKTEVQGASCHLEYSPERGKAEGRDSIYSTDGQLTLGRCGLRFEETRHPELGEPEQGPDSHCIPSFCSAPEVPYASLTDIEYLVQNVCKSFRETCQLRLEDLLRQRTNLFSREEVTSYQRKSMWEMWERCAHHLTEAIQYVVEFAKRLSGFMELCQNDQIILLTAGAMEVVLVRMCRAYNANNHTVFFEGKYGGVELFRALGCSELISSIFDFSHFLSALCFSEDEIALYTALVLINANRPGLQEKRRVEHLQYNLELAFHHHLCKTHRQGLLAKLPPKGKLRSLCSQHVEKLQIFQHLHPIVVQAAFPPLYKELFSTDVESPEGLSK
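Compounds are pin-transferred onto Drosophila Schneider cells expressing a copper-inducible Gal4–ROR gamma transactivation domain fusion. After 1 hr, copper sulfate is added to 700 uM final; luciferase is read 20 hr later.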
NPC1 prom act = qHTS Assay for NPC1 Promoter Activators | Huh7 NPC1 promoter luciferase reporter, 24 h | Potency, µM (top dose mostly 9.22 µM), for inactives: at the highest dose activation, actives largely listed as activators | 2.4% of 320,000 active | AID 485313, 2010;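 also: potency is read from the fitted curve at half-maximal effect; % of control where 0% means no effect; nearly all actives have a fitted effect of over 60% in size; reporter is driven by a mutant NPC1 promoter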
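NPC1 promoter–luciferase Huh7 cells; 24 h compound; luminescence.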
Rab9 promoter act = qHTS Assay for Rab9 Promoter Activators | Huh7 Rab9 promoter-luciferase reporter, luminescence, 24 h | Potency, µM (series often up to 9.22 µM), for the others: at the top dose activation, negative = inhibition, hits mostly activators | 2.8% of 320,000 active; also: potency is read from the fitted curve at half-maximal effect; % of control where 0% means no effect; nearly all actives have a fitted effect of over 60% in size
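Using Huh7 cells stably transfected with Rab9 promoter–luciferase, compounds were incubated 24 h at 37 °C, 5% CO2; luciferase luminescence was read 10 min after reagent addition.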
Gal4-VP16 FLuc = VP16 counterscreen qHTS for inhibitors of ROR gamma transcriptional activity | Drosophila S2 Gal4-VP16 UAS-luciferase, luminescence, 20 h | Potency, µM (series often up to 53.6 µM), for the others: at the top dose activity, negative = inhibition, usual class: inhibitors | 3.5% of 310,000 active | AID 2546, 2010;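 also: Gal4-VP16 expression switched on by copper sulfate through the metallothionein promoter; potency is read from the fitted curve at half-maximal effect; % is scaled to controls: 0 for no effect and ±100 for the full control effect; nearly all actives have a fitted effect of over 50% in size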
Giardia killer = Small Molecules that selectively kill Giardia lamblia: qHTS; 0.15% of 340,000 active; activity change, % at 7.66 µM, hits read low; Giardia lamblia trophozoite viability; in the data active = activity change below about -80%; inconclusive = between about -30% and that limit;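 also: parasites exposed to compound for two days anaerobically before the ATP read; % is scaled to controls: 0 for no effect and ±100 for the full control effect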
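Luminescent ATP signal served as the viability read-out, measured 15-30 min after adding ATP detection reagent to trophozoites that had been incubated with compounds for 48 hrs at 37 deg C anaerobically at 100 cells/well.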
FLuc modulator = qHTS profiling assay for firefly luciferase inhibitor/activator using purifed enzyme and Km concentrations of substrates (counterscreen for miR-21 project); Potency, µM (series often up to 57.5 µM), for the others: at the top dose activity change, negative = inhibition, hits mostly inhibitors; purified FLuc, Km substrates, luminescence inhibition; 6.9% of 360,000 active; Luciferin 4-monooxygenase (Photinus pyralis), P08659;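 also: potency is read from the fitted curve at half-maximal effect; plate controls were vehicle for no effect and reference inhibitor for full effect; nearly all actives have a fitted effect of over 55% in size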
Target sequence (P08659 whole entry, looked up): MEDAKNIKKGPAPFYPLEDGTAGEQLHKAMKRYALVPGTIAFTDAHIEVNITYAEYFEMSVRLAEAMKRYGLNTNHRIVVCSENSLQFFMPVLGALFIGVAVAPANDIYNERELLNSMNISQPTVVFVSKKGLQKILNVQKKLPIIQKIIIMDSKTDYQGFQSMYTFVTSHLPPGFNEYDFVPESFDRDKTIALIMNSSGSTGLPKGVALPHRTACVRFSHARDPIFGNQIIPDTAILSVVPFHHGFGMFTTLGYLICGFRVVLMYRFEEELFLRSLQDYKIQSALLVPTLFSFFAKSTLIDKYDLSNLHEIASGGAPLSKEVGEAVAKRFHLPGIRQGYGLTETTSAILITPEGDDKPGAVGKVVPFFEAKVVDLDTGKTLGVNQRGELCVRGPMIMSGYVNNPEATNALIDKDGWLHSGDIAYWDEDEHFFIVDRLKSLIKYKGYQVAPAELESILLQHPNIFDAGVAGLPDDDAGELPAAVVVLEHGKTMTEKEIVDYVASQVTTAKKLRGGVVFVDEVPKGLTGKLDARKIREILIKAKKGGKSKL
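Purified P. pyralis luciferase, 10 nM final, with Km-level 10 uM D-luciferin and 10 uM ATP in 50 mM Tris acetate pH 7.5, 10 mM Mg acetate, 0.01% Tween-20, 0.05% BSA; 6-point qHTS titration about 60 µM downward; luminescence read.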
uPA surface inh = qHTS for Inhibitors of Cell Surface uPA Generation. cell surface uPA generation assay, qHTS. Potency, µM (series often up to 38.3 µM), without a hit: at the highest dose activity change, negative = inhibition, most hits filed as inhibitors. 0.31% of 330,000 active. AID 540303, 2011; active = well fitted inhibition curve with a large enough effect; inconclusive = small, poorly fitted or top-dose-only effect; inactive = no such curve, though single readings can be large or run the other way; tested in mouse RAW 264.7 cells; also: potency is read from the fitted curve at half-maximal effect; % is scaled to controls: 0 for no effect and ±100 for the full control effect; nearly all actives have a fitted effect of over 55% in size
Tb PFK inh = qHTS Assay to Find Inhibitors of T. brucei phosphofructokinase; T. brucei PFK, ADP-Glo luminescence; 0.17% of 330,000 active; Potency, µM (highest dose often 57.5 µM), for inactives: top-dose activity, negative = inhibition, hits mostly inhibitors; AID 485367, 2010;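 also: potency is read from the fitted curve at half-maximal effect; 0% = uninhibited 1x PFK enzyme wells and -100% = no-enzyme wells; nearly all actives have a fitted effect of over 60% in size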
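Activity is normalized to no-enzyme wells (full inhibition) and 1.25 nM enzyme wells (no inhibition). Reaction: 0.5 mM F6P, 0.1 mM ATP, 45 min RT, ADP-Glo luminescence; concentration-response curves fitted and classed by quality.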
Coupling enz = qHTS Assay for Inhibitors of Fructose-1,6-bisphosphate Aldolase from Giardia Lamblia: Coupling assay counterscreen. coupling enzyme system counterscreen, AmpLite Red fluorescence. activity change, negative = inhibition, % at 58.2 µM, hits read low. 0.67% of 290,000 active; in the data active = activity change below about -30%; also: % is scaled to controls: 0 for no effect and ±100 for the full control effect
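First, compound is pin-transferred into glyceraldehyde-3-phosphate coupling-enzyme reagent at 57.5 uM final and held 10 min at RT. Next, substrate, coupling system and AmpLite Red are added. After 20 min RT, fluorescence (525/598 nm) is read.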
ELG1 genotox = qHTS screen for small molecules that induce genotoxicity in human embryonic kidney (HEK293T) cells expressing luciferase-tagged ELG1; AID 504466, 2011; Potency, µM (doses to about 46 µM), inactives show top-dose activity change, positive = activation, usual class: activators; HEK293T ELG1-luciferase reporter, luminescence, 16 h; 1.3% of 330,000 active; also: potency is read from the fitted curve at half-maximal effect; % of control where 0% means no effect; nearly all actives have a fitted effect of over 60% in size
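Screening used a luciferase reporter fused to human ELG1 in HEK293T cells. Luminescence was read on a CCD plate imager after 16 hr exposure and 30 min ONE-Glo incubation.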
Active calls of the source: *; ? = inconclusive; · = no result given; [ ] = another dose, or the depositor's remark. Unless noted, calls follow the shape of the dose curve; as a rule, active = well fitted curve in the direction sought with a large enough effect; inconclusive = small, poorly fitted or top-dose-only effect, or another doubt; inactive = no such curve, though single readings can be large; an effect the other way counts as inactive or inconclusive. No enrichment for hits. About 14% of those tested had a hit in this group.

SMILES	KCNH2 3.1 block	RORg inh	NPC1 prom act	Rab9 promoter act	Gal4-VP16 FLuc	Giardia killer	FLuc modulator	uPA surface inh	Tb PFK inh	Coupling enz	ELG1 genotox
COc1ccc(C(CC(=O)Nc2nccs2)n2cccc2)cc1 (stereo not given)	8	-36%	2.8µM*	3.2µM*	-3%	6	6µM*	-6%	-2%	-1	12%
Cc1c(C(=O)NCCSCc2c(Cl)cccc2Cl)cccc1[N+](=O)[O-]	-14	34%	-3%	-1%	-8%	3	-1%	-1%	2%	0	-1%
O=C(NCc1ccccn1)C1CCC(=O)N1C1CCCCC1 (stereo not given)	-11	-7%	-3%	3%	4%	5	-1%	-1%	3%	-1	2%
O=C(NNC(=O)C12CC3CC(CC(C3)C1)C2)c1cccc([N+](=O)[O-])c1	-6	2%	-2%	-4%	17%	?	-14%	1%	1%	1	7%
Cc1c(C(=O)N/N=C/c2c(O)ccc3ccccc23)nnn1-c1nonc1N	8	4.5µM*	-29%	-29%	7.1µM*	32[activator]	-1%	-14%	2%	0	·
Cc1cccc(NC(=O)NNC(=O)c2cc3ccccc3cc2O)c1C	6	9%	-1%	-1%	-6%	-17	-19%	4%	?	0	-5%
CCCCc1ccc(N=N/C(C(=O)Nc2cc(OC)c(NC(C)=O)cc2OC)=C(/C)O)cc1	7	7%	0%	-6%	-8%	18	5%	10%	8%	8	0%
COc1ccc(CCNC(=O)CSc2nnc(CNC(=O)c3cc(OC)c(OC)c(OC)c3)o2)cc1OC	16	-21%	2%	2%	3%	-20	1%	-1%	1%	·	-3%
Cc1cccc(Cc2nnc(CCC(=O)NCc3cnc4ccccn34)o2)c1	-2	19%	3%	5%	-11%	-3	1%	-7%	2%	0	-7%
O=C(Oc1cc(=O)oc2c1c(=O)n1c3c(cccc23)CC1)c1ccccc1	-14	-1%	1%	-13%	?	9	-8%	7%	0%	-2	-2%
Cc1cc(-c2csc(NC(=O)c3ccccc3C(F)(F)F)n2)c(C)n1Cc1ccccc1	5	-36%	0%	-3%	-2%	7	5%	4%	2%	1	-2%
CN(C(=O)c1cc2c(s1)-c1ccccc1S(=O)(=O)C2)c1ccccc1	19	12%	21%	14%	24%	14	-16%	2%	-4%	9	3%
CC(C)[C@H](CN1CCC[C@H]1CN1C(N)=NC[C@@H]1Cc1ccccc1)N1C[C@@H](Cc2ccccc2)N(CCc2ccc(Cl)c(Cl)c2)C1=N	26	·	·	·	·	-8	·	-5%	4%	·	-2%
COc1ccc(N2CCN(S(=O)(=O)c3cn(C)cn3)CC2)cc1	-6	2%	1%	0%	0%	19	0%	-5%	1%	3	1%
Cn1c(C2=C(O)CN(c3ccccc3)C2=N)nc2ccccc21	3	-2%	8%	2%	26%	-19	-4%	-6%	-1%	0	3%
O=C1NC2(CCc3ccccc32)C(=O)N1CCOc1ccc(Cl)cc1 (stereo not given)	0	18%	-2%	-3%	4%	1	4%	0%	-7%	1	0%
COc1cc(/C=C/C(=O)Nc2nc3ccc(S(=O)(=O)NC(C)C)cc3s2)cc(OC)c1OC	3	1%	-2%	1%	4%	3	-2%	-3%	-4%	1	-2%
c1coc(-c2nnc(NC3=NCCC3)o2)c1	-27	?	?	3.5µM*	-18%	15	19µM*	-3%	-8%	0	16µM*
O=C(COC(=O)CNS(=O)(=O)c1ccccc1)NC12CC3CC(CC(C3)C1)C2	9	-21%	-3%	1%	5%	16	2%	2%	-3%	0	0%
O=C(NC1CCCc2c1cnn2-c1ccc(F)cc1F)c1ccccn1 (stereo not given)	-5	?	-4%	-2%	-20%	-25	5%	-2%	5%	3	2%
N#C/C=C/N1CCN(Cc2ccc3c(c2)OCO3)CC1	-6	1%	-5%	-5%[1.84 µM]	-15%	-10	-1%	0%	-3%	0	0%
Cc1ccccc1C(=O)NNC(=O)Nc1ccccc1	·	-34%	4%	-2%	-4%	·	-1%	·	-6%	1	2%
CC(=O)Nc1cccc(-c2nnc(-c3ccccc3)o2)c1	7	44%	3.5µM*	3.5µM*	0%	7	12µM*	-5%	13%	2	8.2µM*
CN(C)CCCN(C(=O)c1ccc(C(=O)c2ccccc2)cc1)c1nc2ccc(F)cc2s1	-15	7%	-3%	0%	-24%	-17	8%	7%	-4%	5	4%
CCOC(=O)c1oc2ccccc2c1COC(=O)CNC(=O)c1cc(OC)c(OC)c(OC)c1	-21	·	9%	-1%	·	1	2%	0%	-8%	·	-3%
CC(=O)c1ccc(NC(=O)N2CCCC(C(=O)c3ccc4c(c3)OCO4)C2)cc1 (stereo not given)	22	8%	18%	16%	-23%	-10	?	-6%	-5%	2	1%
O=C(Nc1ncc2c(n1)-c1ccccc1OC2)c1ccc(Cl)cc1Cl	2	-27%	-4%	-2%	-2%	-3	-2%	0%	0%	-3	-1%
O=C(NCc1cccnc1)C1CCN(S(=O)(=O)N2CCOCC2)CC1	6	3%	-6%	2%	-9%	-15	8%	·	-4%	1	3%
COc1cccc(CN(C)C(=O)c2ccc(Oc3ccccc3)cc2)c1OC	-8	-6%	1%	-4%	2%	-20	-3%	-1%	5%	-1	-14%
Cc1oc2c(c1C(=O)NCc1cccnc1)C(=O)c1ccccc1C2=O	2	?	-37%[inhibitor]	-41%[inhibitor]	4.5µM*	-86*	2%	?	0%	-26	-19%
COc1ccc2cc(C(=O)N3CCc4ccccc43)[nH]c2c1	-1	?	?	4µM*	?	-5	0.95µM*	1%	2%	-3	?
COc1ccc(C(=O)O)cc1S(=O)(=O)Nc1cccc(C(F)(F)F)c1	6	3%	-2%	-6%	-7%	6	0%	3%	1%	0	-1%
COc1ccc(C(=O)OCc2c(F)cccc2Cl)cc1S(=O)(=O)N1CCOCC1	-13	·	0%	-3%	·	-14	·	-4%	-9%	·	3%
O=C(NNC(=O)c1ccc(NC(=O)C2CC2)cc1)c1ccc(F)cc1	2	2%	1%	-1%	-12%	-13	2%	4%	0%	·	11%
Cc1ccc(C(=O)NCc2nnc(SCC(=O)NC(C)c3ccccc3)n2C)cc1 (stereo not given)	-6	23%	0%	2%	5%	-9	-19%	-2%	0%	3	4%
COc1ccc(-c2noc(C(=O)NCc3ccccc3Cl)n2)cc1OC	23	1%	-3%	-6%	-7%	-14	-1%	6%	3%	0	3%
CCOc1cccc(C(=O)Nc2cc(-c3nn4c(C)nnc4s3)ccc2C)c1	-4	3%	-1%	-5%	-6%	-23	-4%	-3%	-1%	1	-3%
COc1ccc2c(Cl)c(C(=O)NCc3ccco3)sc2c1	-7	4%	?	3.2µM*	10%	8	11µM*	·	-6%	-3	10µM*
CC(C)Cn1nc(C(=O)NCc2ccccc2CN2CCCC2)c2ccccc2c1=O	2	·	0%	-6%	·	-1	8%	7%	-8%	·	1%
COc1cccc(NC(=O)CN(C)C(=O)CC(NC(=O)c2ccccc2Cl)c2ccccc2)c1 (stereo not given)	-16	·	-3%	1%	·	5	2%	-6%	9%	·	1%
O=C(Cc1ccccn1)c1ccccc1	11	·	4%	13%	·	-27	-18%	?	-3%	·	0%
CCOc1ccc(Cl)cc1S(=O)(=O)N1CCC(C(=O)NCc2ccco2)CC1	-6	15%	0%	-4%	14%	8	0%	0%	3%	2	0%
Cc1ccccc1NC(=S)N(Cc1ccccn1)Cc1ccccc1Cl	-2	6.3µM*	-4%	1%	?	15	1%	-1%	-2%	-1	-4%
CCc1ccccc1NC(=O)CSc1nnc(Cn2nnc3ccccc32)n1C	-15	-8%	-1%	2%	-7%	-4	2%	0%	-5%	1	1%
C=CCc1c(C)nn(CC(=O)O)c1-c1ccccc1	-7	-26%	-1%	-4%	-6%	6	-1%	3%	5%	7	2%
OCC(O)C1OC(Nc2ccc(Cl)cc2)C(O)C1O (stereo not given)	-2	16%	2%	3%	-3%	-4	-5%	3%	-6%	-1	6%
CCCCN1C(=O)Cc2c1nc(N)c1c(N)nc(N(CCC)CCC)c(C#N)c21	-4	?	-12%	0%	22µM*	19	0%	-5%	-3%	-11	-3%

For convenience, part of the list above.
SMILES	KCNH2 3.1 block	RORg inh	NPC1 prom act	Rab9 promoter act	Gal4-VP16 FLuc	Giardia killer	FLuc modulator	uPA surface inh	Tb PFK inh	Coupling enz	ELG1 genotox
OCC(O)C1OC(Nc2ccc(Cl)cc2)C(O)C1O (stereo not given)	-2	16%	2%	3%	-3%	-4	-5%	3%	-6%	-1	6%
CCCCN1C(=O)Cc2c1nc(N)c1c(N)nc(N(CCC)CCC)c(C#N)c21	-4	?	-12%	0%	22µM*	19	0%	-5%	-3%	-11	-3%
